Assay outcomes as filed in PubChem BioAssay.
SIRT5 inh: inhibitors of human sirtuin-5 desuccinylase; Q9NXA8; Purified SirT5, succinyl-peptide AMC, trypsin-coupled fluorescence; inhibition, % at 15 µM; actives 1.1% (n = 330,000); in the data active = inhibition above about 15%; inconclusive = no clear call, values can overlap the other calls
Target sequence (Q9NXA8 whole entry, looked up): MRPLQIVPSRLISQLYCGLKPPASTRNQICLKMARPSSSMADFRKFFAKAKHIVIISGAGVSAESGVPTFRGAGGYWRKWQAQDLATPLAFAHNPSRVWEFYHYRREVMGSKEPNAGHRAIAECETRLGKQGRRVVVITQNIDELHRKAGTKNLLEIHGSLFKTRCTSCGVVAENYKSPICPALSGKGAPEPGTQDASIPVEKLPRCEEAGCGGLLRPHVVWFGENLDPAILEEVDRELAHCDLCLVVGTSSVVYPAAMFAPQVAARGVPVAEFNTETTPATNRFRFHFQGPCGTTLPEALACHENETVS
PglD DTNB: blocks C. jejuni PglD acetyltransferase activity. purified PglD enzyme, DTNB colorimetric CoA detection. inhibition, % at 12.5 µM. actives 0.098% (n = 360,000); in the data active = inhibition above about 16%, passing the limit was not always enough; inconclusive = no clear call, values can overlap the other calls; also: strong numbers were not always called active
E-selectin induc: E-selectin induction on HUVECs. HUVEC E-selectin immunofluorescence imaging; normalized: neutral wells 0, TNF-alpha wells 100. actives 0.37% (n = 260,000). P16581. activation, % at 7.58 µM;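 active = mean E-selectin-positive cell signal at least 10% of the positive control, reached in at least 60% of replicates, without over 20% cell loss; inconclusive = no rule given, readout overlaps actives, possibly toxicity-flagged; inactive = the rest, including those meeting only one limit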;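 also: in these data hits start at about 27%; measured in HUVEC primary endothelial cells; signal is the percent of cells scored E-selectin positive by PE staining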
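Test system: HUVEC | Signal: Immunofluorescence imaging | Read-out: Percent E-selectin-positive cells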
Statin myotox sup: suppression of simvastatin myotoxicity. C2C12 myotubes + simvastatin, ATP luminescence, 48 h; scaled: DMSO 0, geranylgeraniol control 100. rescue of ATP level, % at 7.49 µM. actives 0.78% (n = 330,000). AID 602340;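 active = mean ATP rescue above about 67%, or every replicate alone reaching that limit, limit read from the data, passing the limit was not always enough; inconclusive = no clear call, values can overlap the other calls; inactive = mean under the limit and some replicate under it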;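 also: myotubes were challenged with 10 µM simvastatin during compound exposure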
S100A4 MyoIIA: blocks human S100A4 binding to myosin IIA peptide | inhibition, % at 10.7 µM | actives 0.14% (n = 360,000) | P26447 | AID 652163 | S100A4/TAMRA-MyoIIA peptide fluorescence polarization;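 active = mean inhibition of at least 70% across replicates, with every replicate also reaching that level; inconclusive = mean inhibition reaches 70% but some replicates fall short; inactive = mean inhibition below 70%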
Target sequence (P26447 whole entry, looked up): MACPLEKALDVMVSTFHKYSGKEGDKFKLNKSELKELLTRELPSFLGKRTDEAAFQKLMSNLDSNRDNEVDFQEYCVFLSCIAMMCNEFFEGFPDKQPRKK
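Material: S100A4 monomer protein / Buffer or medium: 50 mM HEPES pH 7.2, 10 mM CaCl2, 100 mM KCl / Times: 5 min incubation before reading / Benchmarks: neutral control DMSO, positive control TFP / Reagent: labelled myosin peptide probe, 5 nM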
ERp5 block: blocks human ERp5 reductase activity on insulin | ERp5 insulin aggregation, absorbance 650 nm, 90 min | AID 651711 | actives 0.05% (n = 350,000) | inhibition, % at 9.99 µM | Q15084;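 active = mean replicate inhibition above about 25%, with every replicate also reaching it, limit read from the data, passing the limit was not always enough; inconclusive = only one of those two criteria met; inactive = neither criterion met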
Target sequence (Q15084 whole entry, looked up): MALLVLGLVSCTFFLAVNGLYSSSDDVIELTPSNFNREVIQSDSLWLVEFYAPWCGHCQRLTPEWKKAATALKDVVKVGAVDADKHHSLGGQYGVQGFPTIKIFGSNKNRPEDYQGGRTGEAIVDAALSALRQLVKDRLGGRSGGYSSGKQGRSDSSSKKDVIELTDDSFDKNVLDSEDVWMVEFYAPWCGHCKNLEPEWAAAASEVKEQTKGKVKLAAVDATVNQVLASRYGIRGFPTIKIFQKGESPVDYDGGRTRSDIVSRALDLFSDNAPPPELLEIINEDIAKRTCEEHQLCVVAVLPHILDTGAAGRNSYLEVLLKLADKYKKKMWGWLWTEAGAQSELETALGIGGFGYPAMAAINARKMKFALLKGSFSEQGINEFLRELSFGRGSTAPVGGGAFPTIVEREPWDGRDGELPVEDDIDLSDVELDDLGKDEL
DENV2 CPE rescue: DENV2-induced cell death inhibition; DENV2-infected cells, cytopathic effect rescue, plate reader; CPE inhibition, % at 9.99 µM; actives 1.7% (n = 350,000); in the data active = CPE inhibition above about 20%, passing the limit was not always enough; inconclusive = no clear call, values can overlap the other calls; tested in BHK-21 cells;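 also: 0% = median of neutral control wells and 100% = median of positive control wells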
Starred values were filed as active, the others as inactive; u = inconclusive; x = no result given; & = joins results of further samples; ! = not confirmed by another sample. Not all compounds are listed; rates above refer to the full screens.

SMILES	SIRT5 inh	PglD DTNB	E-selectin induc	Statin myotox sup	S100A4 MyoIIA	ERp5 block	DENV2 CPE rescue
O=C(C[C@@H]1C[C@@H]2c3cc(NC(=O)NC4CCCC4)ccc3O[C@@H]2[C@H](CO)O1)NCc1ccc(-c2ccccc2)cc1	0	0	0.0	3	2	3	1
O=C(NCc1ccco1)c1ccc(Cl)s1	-5	x	1.2	x	-4	3	-2
COCCn1c(C)cc(C(=O)CSc2nnc3ccccn23)c1C	0	0	-0.4	-4	7	-1	12
COc1ccc(C2c3ccc(O)cc3Oc3ncn(Cc4ccco4)c(=N)c32)cc1OC (centres undefined)	-3	-1	x	13	-6	5	0
C/C=C/c1ccc([C@H]2[C@H](CO)N[C@H]2CN(C(=O)C2CCC2)C(C)C)cc1	0	0	0.0	-11	-50	-5	23*
Cc1ccc(C(=O)Nc2nc3ccc(Cl)cc3s2)o1	-2	1	0.4	x	-1	0	-6
CC1=CC(=O)C(Sc2ccc(C)cc2)=CC1=O	7	-4	x	-107	6	-8	95*
COC(=O)CSc1nc2sccc2c(=O)n1-c1ccccc1	-2	5	0.3	x	-8	0	2
COc1ccc(-c2cc3cc(F)ccc3cn2)cc1	x	-4	0.8	7	-8	0	-6
Cc1noc(C)c1NC(=O)N[C@@H]1CC[C@H](CCNC(=O)C2CCOCC2)O[C@@H]1CO	-53	1	0.6	1	98*	0	-4

2 entries from above, with bars between the fields.
SMILES | SIRT5 inh | PglD DTNB | E-selectin induc | Statin myotox sup | S100A4 MyoIIA | ERp5 block | DENV2 CPE rescue
C/C=C/c1ccc([C@H]2[C@H](CO)N[C@H]2CN(C(=O)C2CCC2)C(C)C)cc1 | 0 | 0 | 0.0 | -11 | -50 | -5 | 23*
Cc1ccc(C(=O)Nc2nc3ccc(Cl)cc3s2)o1 | -2 | 1 | 0.4 | x | -1 | 0 | -6

Next entries follow.
SMILES	SIRT5 inh	PglD DTNB	E-selectin induc	Statin myotox sup	S100A4 MyoIIA	ERp5 block	DENV2 CPE rescue
C[C@@H]1CCCCO[C@@H](CN(C)C(=O)Nc2ccccc2)[C@@H](C)CN([C@H](C)CO)C(=O)c2cc(NS(=O)(=O)c3ccccc3)ccc2O1	-3	3	x	x	3	-7	-2
CC(=O)c1ccc(NC(=O)COC(=O)CCC2CCCC2)cc1	6	-2	0.4	1	0	0	0
COc1ccc(N(C)C(=O)Nc2ccc3c(c2)nnn3C)cc1	2	6	x	-28	-6	0	6
O=C(Cn1cc(/C=C\[N+](=O)[O-])c2ccccc21)Nc1ccccc1	-5	x	-0.4	17	2	5	1
Cc1ccc(C)c(NC(=O)COC(=O)Cc2ccsc2)c1	6	x	-0.3	x	-6	10	2
COc1ccc(CN2CCN(Cc3ccc4ccccc4c3)CC2)cc1OC	-1	-11	-0.1	-6	-7	1	0
Cc1cc(Cl)ccc1OCC(=O)Nc1cccnc1	-6	x	x	3	-3	-11	-2
COC(=O)C1=NNC2(c3ccc(C)cc3)C(=O)N(c3ccc(C)cc3)C(=O)C12 (centres undefined)	-4	3	-0.5	-6	-8	1	2
Cc1cc(C)n2nc(S(=O)(=O)N(C)c3ccccc3)nc2n1	x	-3	-0.1	4	-3	6	1
CC(=O)N1CCc2[nH]c3ccc(C)cc3c2C1	-2	-4	x	1	0	-9	-6
O=C(Nc1ccccc1C(=O)N1CCCCC1)c1ccccc1C(F)(F)F	-2	-1	x	-2	-4	2	-3
Cc1cc(C(=O)Cn2nc(C(=O)O)c3ccccc3c2=O)c(C)n1-c1ccc(F)cc1	-5	x	x	-11	-5	1	1
O=C(Nc1nc(-c2ccccc2)cs1)C1CCCCN1S(=O)(=O)c1ccc(Cl)cc1 (centres undefined)	1	x	x	-16	1	6	x
Cc1ccccc1-n1nnnc1SCC(=O)Nc1ccc(N2CCN(C)CC2)cc1	-1	5	x	-33	1	4	0
CCCOc1ccc(-c2c(C(=O)N/N=C(\C)c3ccncc3)nnn2-c2nonc2N)cc1	1	-3	-0.1	-3	-1	5	2
COCOCCn1cc(CN2CCS(=O)(=O)N(Cc3ccc(-c4ccc(Cl)cc4)cc3)C(C)C2=O)nn1 (centres undefined)	-6	-4	x	-4	2	4	9
CN(CC(=O)Nc1cccc(F)c1)C(=O)c1ccccc1OCC(=O)Nc1cccc(C(F)(F)F)c1	-8	x	-0.2	x	0	7	u
O=C(NCCOc1ccc(F)cc1)C1CCN(S(=O)(=O)c2ccccc2)CC1	-1	4	-0.1	-17	-4	-1	-2
Cc1ccc(CNS(=O)(=O)c2c(C)[nH]c(C)c2C(=O)N2CCCCC2)o1	-4	2	x	7	-2	3	-1
C[C@H]1CN([C@@H](C)CO)C(=O)Cc2cc(NC(=O)NC3CCCCC3)ccc2O[C@@H]1CN(C)C(=O)Nc1ccc(F)cc1	0	0	0.0	0	-13	2	1
O=c1[nH]c(-c2ccc(Cl)cc2)cs1	0	x	x	x	-16	-2	0
COCC#Cc1ccc2c(c1)O[C@H](CN(C)S(C)(=O)=O)[C@@H](C)CN([C@@H](C)CO)S2(=O)=O	0	1	-0.2	2	-4	-4	-5
COc1ccccc1NC(C)C(=O)Nc1ccc(C(C)=O)cc1 (centres undefined)	1	x	x	x	4	2	-7
C=C(C)C(=O)N1CC2(CC(c3cccc(NC(=O)/C=C\C)c3)=NO2)C[C@H]1C(N)=O (some centres undefined)	x	-2	0.1	3	0	4	128*
CCCn1c(SCC(=O)NCc2ccco2)nnc1-c1ccncc1	-3	x	x	x	0	0	5
Cc1cc(N2CCN(C(=O)c3[nH]c(C(F)(F)F)nc3-c3ccccc3)CC2)c2ccccc2n1	-2	-1	1.6	-45	-2	4	u
O=C1C(=O)N(CCCn2ccnc2)C(c2ccc(Cl)cc2)/C1=C(\O)c1ccc2c(c1)OCCO2 (centres undefined)	1	2	x	3	-3	2	-4
C[C@H](CO)N1C[C@H](C)[C@@H](CN(C)Cc2ccncc2)Oc2c(NS(=O)(=O)c3cccs3)cccc2C1=O	-1&13	0&3	-4.4&0.0	-5&5	3&-4	-7&7	34*!
Cc1cc2oc(=O)cc(-c3ccccc3)c2c(C)c1-c1ccc(C#N)cc1	-1	-10	x	2	-2	1	3
COc1cccc2c1C(=O)O/C2=C/c1ccc2c(c1)OCO2	x	-2	x	-29	4	x	x
COc1ccc(NS(=O)(=O)c2ccc(C(=O)NCC3(N4CCOCC4)CCCCC3)cc2)cc1	-1	x	x	0	1	-3	u
N#Cc1nc(-c2cccc3ccccc23)oc1NCC1CCCO1 (centres undefined)	-8	0	-0.1	x	3	-1	u
CCC(=O)Nc1nonc1-c1nc2ccccc2n1CCC(C)C	-4	-3	x	-10	-4	2	x
C=C(C)C(=O)NNc1ccccc1	-6	x	x	x	-5	4	2
CCc1csc(N2[C@H](C#N)[C@H](c3ccc(C4=CCCC4)cc3)[C@H]2CO)n1	3	0	0.1	12	-8	16	u
CCC(OC(=O)c1nsc(Cl)c1Cl)C(=O)NCCOC (centres undefined)	-1	x	1.1	x	0	4	9
O=C1c2ccccc2C(=O)N1C1CCN(Cc2cccc(OCCO)c2)CC1	x	x	x	x	-8	-4	11
COc1ccc(C2CC(=O)Oc3cc4c(cc32)OCO4)cc1 (centres undefined)	11	-7	0.0	10	6	-1	-9
CCSc1nnc(NC(=O)c2cc(OC)c(OC)c(OC)c2)s1	-1	x	x	x	-3	-1	-1
C[C@H](CO)N1C[C@H](C)[C@@H](CN(C)CC2CCCC2)Oc2ncc(C#C[C@@H](C)O)cc2C1=O	-2	0	0.4	8	-1	7	-2
C[C@H](CO)N1C[C@H](C)[C@@H](CN(C)CC2CC2)Oc2c(NC(=O)c3ccncc3)cccc2C1=O	-2	3	x	0	5	-1	7
COc1ccc(S(=O)(=O)Nc2cccc3c2O[C@H](CN(C)S(=O)(=O)c2ccccc2)[C@H](C)CN([C@@H](C)CO)C3=O)cc1	x	-2	-0.2	11	x	x	10
COc1ccc(NC(=O)N(C)C[C@@H]2Oc3ccc(NS(C)(=O)=O)cc3CC(=O)N([C@H](C)CO)C[C@H]2C)cc1	-4	-1	-0.1	-22	-1	1	6
Cc1ccc(S(=O)(=O)N2CCCC2CNC(=O)C(=O)NCc2ccccn2)cc1 (centres undefined)	-3	-3	0.5	13	2	-3	6
Cc1ccc(S(=O)(=O)Nc2ccc3c(c2)CC(=O)N([C@@H](C)CO)C[C@H](C)[C@@H](CN(C)S(=O)(=O)c2ccc(F)cc2)O3)cc1	x	1	-0.2	18	x	x	-1
CCOC(=O)c1ccc2ncc(C(=O)OCC)c(NCCN3CCOCC3)c2c1	0	0	x	-6	0	0	-8
Cc1nnc(SC(C)C(=O)Nc2sc3c(c2C#N)CCCC3)[nH]c1=O (centres undefined)	-2	-1	x	32	4	1	7
C[C@@H]1CN([C@@H](C)CO)C(=O)c2c(c3ccccc3n2C)-c2ccccc2CO[C@H]1CN(C)S(=O)(=O)c1ccc(F)cc1	5	4	-0.3	x	-1	3	-5
CC(C)(C)OC(=O)N(Cc1ccccc1)Cc1ccccc1OCc1cccc(NC(=O)C2CCC2)c1	2	2	x	-3	-1	-7	-9

Single records, from the list above:
Profile of Cc1ccc(S(=O)(=O)Nc2ccc3c(c2)CC(=O)N([C@@H](C)CO)C[C@H](C)[C@@H](CN(C)S(=O)(=O)c2ccc(F)cc2)O3)cc1 : SIRT5 inh: x; PglD DTNB: 1; E-selectin induc: -0.2; Statin myotox sup: 18; S100A4 MyoIIA: x; ERp5 block: x; DENV2 CPE rescue: -1
Profile of Cc1ccc(S(=O)(=O)N2CCCC2CNC(=O)C(=O)NCc2ccccn2)cc1 (centres undefined) : SIRT5 inh: -3; PglD DTNB: -3; E-selectin induc: 0.5; Statin myotox sup: 13; S100A4 MyoIIA: 2; ERp5 block: -3; DENV2 CPE rescue: 6
Profile of CC(C)(C)OC(=O)N(Cc1ccccc1)Cc1ccccc1OCc1cccc(NC(=O)C2CCC2)c1 : SIRT5 inh: 2; PglD DTNB: 2; E-selectin induc: x; Statin myotox sup: -3; S100A4 MyoIIA: -1; ERp5 block: -7; DENV2 CPE rescue: -9
